Screening data: PubChem BioAssay, Sanford-Burnham Center for Chemical Genomics
SENP1 FRET inh: inhibitors of human SENP1 SUMO protease catalytic domain. actives 0.21% (n = 360,000). recombinant SENP1 catalytic domain, CyPet-SUMO1-YPet FRET cleavage. inhibition, % at 10 µM;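 active = inhibition at least 30% at 10 µM, raw YFP signal under a set limit, fluorescence ratio 0.5 to 1.5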;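 also: 0% = enzyme with DMSO and 100% = no enzyme wells; some results filed as inactive read as strong as hits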
Target sequence (Q9P0U3 419-644 limits assumed): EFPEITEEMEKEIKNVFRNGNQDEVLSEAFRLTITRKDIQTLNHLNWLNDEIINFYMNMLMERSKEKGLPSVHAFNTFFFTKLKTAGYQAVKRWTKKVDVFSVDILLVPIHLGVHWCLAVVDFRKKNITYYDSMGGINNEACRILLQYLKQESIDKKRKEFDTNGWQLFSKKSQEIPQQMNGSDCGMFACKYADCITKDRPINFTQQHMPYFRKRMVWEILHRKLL
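Compound: 10 µM single point, 0.5% DMSO; Test system: hSENP1 catalytic domain, recombinant; Timing: 50 min reaction at room temperature; Technique: FRET, CFP and YFP emission; Control set: no-enzyme wells low, DMSO-plus-enzyme wells high control.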
SENP7 inh: SENP7 protease inhibition; Q9BQF6; inhibition, % at 5 µM; recombinant SENP7, Z-RLRGG-aminoluciferin luminescence, 40 min; actives 1.5% (n = 330,000);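 active = inhibition above about 50% at the single test dose, limit read from the data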;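 also: plate controls were DMSO with enzyme for no effect and no enzyme buffer wells for full effect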
SENP6 inh: inhibitors of human SENP6 protease | Recombinant SENP6 catalytic domain, aminoluciferin luminescence | inhibition, % at 10 µM | actives 1.8% (n = 330,000);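 active = inhibition above about 50% at the single tested dose, limit read from the data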;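 also: plate controls were DMSO wells with enzyme for no effect and DMSO wells lacking enzyme for full effect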
Target sequence (Q9GZR1 628-1112 limits assumed): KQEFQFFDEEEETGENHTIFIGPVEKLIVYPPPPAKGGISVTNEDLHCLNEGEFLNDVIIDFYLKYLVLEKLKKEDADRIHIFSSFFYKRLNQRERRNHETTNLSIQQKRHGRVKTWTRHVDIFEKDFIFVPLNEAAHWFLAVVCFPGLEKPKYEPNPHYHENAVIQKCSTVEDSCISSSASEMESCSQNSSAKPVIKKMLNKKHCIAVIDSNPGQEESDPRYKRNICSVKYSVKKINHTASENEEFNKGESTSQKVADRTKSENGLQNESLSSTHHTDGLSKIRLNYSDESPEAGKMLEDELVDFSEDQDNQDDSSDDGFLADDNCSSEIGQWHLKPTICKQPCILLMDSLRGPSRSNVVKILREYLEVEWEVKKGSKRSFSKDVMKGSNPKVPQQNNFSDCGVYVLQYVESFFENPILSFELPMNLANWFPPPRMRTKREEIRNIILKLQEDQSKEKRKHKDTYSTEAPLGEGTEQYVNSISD
SENP8 block-1: inhibitors of human SENP8 protease. Q96LD8. purified SENP8, Z-RLRGG-aminoluciferin cleavage, luminescence. inhibition, % at 10 µM. actives 1.2% (n = 330,000). AID 2540; in the data active = inhibition above about 50%
Apaf-1 inh: human Apaf-1 inhibition. O14727. reconstituted apoptosome caspase-3 activity, DEVD-Rh110 fluorescence. inhibition, % at 20 µM. actives 0.71% (n = 330,000). AID 489030; active = inhibition of at least 40% at 20 µM;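 also: plate controls were DMSO wells for no effect and DEVD-CHO caspase inhibitor wells for full effect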
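System: Apoptosome proteins | Medium: Hepes pH 7.5 with detergent and BSA | Also added: Cytochrome c trigger plus (Z-DEVD)2-Rh110 caspase-3 substrate | Incubation: 30 min compound preincubation, 50 min activation, room temperature | Detection: Rhodamine 110 fluorescence at Ex 480/Em 540 nm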
UBC13 polyUb: blocks human UBC13 polyubiquitin chain formation; P61088; TR-FRET; inhibition, % at 20 µM; actives 0.47% (n = 330,000); AID 485273; in the data active = inhibition above about 45%, passing the limit was not always enough
Target sequence (P61088 whole entry, looked up): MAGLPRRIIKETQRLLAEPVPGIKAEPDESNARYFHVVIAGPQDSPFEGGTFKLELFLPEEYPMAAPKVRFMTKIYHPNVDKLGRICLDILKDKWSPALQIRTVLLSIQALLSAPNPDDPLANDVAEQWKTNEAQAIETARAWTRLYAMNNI
APOBEC3G inh: blocks human APOBEC3G single-stranded DNA deamination | actives 0.28% (n = 330,000) | recombinant A3G, ssDNA deamination FAM/TAMRA fluorescence | inhibition, % at 20 µM;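 active = inhibition of at least 40% at 20 µM, with no more than 30% in the related APOBEC3A deaminase screen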;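 also: plate controls were DMSO wells with A3G for no effect and wells lacking A3G enzyme for full effect; some compounds called inactive have numbers as strong as hits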
SENP8 block-2: SENP8 (human) protease inhibition; AID 602440; inhibition, % at 20 µM; Q96LD8; recombinant SENP8, Nedd8 substrate fluorescence; actives 0.64% (n = 360,000); in the data active = inhibition mostly above about 40%, no sharp cut-off; inactive = mostly below about 27%
Starred values were filed as active, the others as inactive; i = inactive; . = not tested or not shown.

(1) Cc1cc(C(=O)Nc2cccnc2)no1
(2) CCCCN(C(=O)CSCC(=O)Nc1cccc(C)c1)c1c(N)n(Cc2ccccc2)c(=O)[nH]c1=O
(3) Cc1cc(C)n(-c2cc(N3CCN(C(=O)c4ccc(C(C)(C)C)cc4)CC3)ccc2[N+](=O)[O-])n1
(4) CCN(CC)c1ccc(/C=N/NC(=O)CC(C)C)cc1
(5) CCOc1ccc(N2C(=O)C3ON(C)C(c4ccc([N+](=O)[O-])cc4)C3C2=O)cc1 (stereo not drawn)
(6) Cc1cc(C)n(C(=O)c2ccc(S(=O)(=O)N3CCOCC3)cc2)n1
(7) O=C(NCc1ccco1)c1ccc(Cn2c(=O)c3sccc3n(Cc3ccc(F)cc3)c2=O)cc1
(8) COc1ccc(COC(=O)N/N=C(\C)CC(=O)NCc2ccc(Cl)cc2)cc1
(9) COc1ccc2oc(=O)c(N3C(=O)c4ccccc4C3=O)cc2c1
(10) O=C(COc1ccc(Cl)cc1)Nc1nnc(-c2ccco2)o1
Screen / compound no.	1	2	3	4	5	6	7	8	9	10
SENP1 FRET inh	2	-7	2	-2	2	-1	1	3	-109	-1
SENP7 inh	-7	2	0	-2	-3	7	11	-8	0	4
SENP6 inh	-13	6	-12	-10	-13	-7	6	-26	-8	-4
SENP8 block-1	-1	1	-1	-11	-1	2	0	-4	4	-2
Apaf-1 inh	1	2	36	2	1	-19	9	1	-13	-2
UBC13 polyUb	-19	1	-6	-9	-9	12	10	-2	12	-3
APOBEC3G inh	-1	-12	0	-7	-7	-4	1	-7	6	-1
SENP8 block-2	12	-32	45*	-394	19	17	14	10	-422	-3

The closing 4 compounds of the part before open the next one.
(7) O=C(NCc1ccco1)c1ccc(Cn2c(=O)c3sccc3n(Cc3ccc(F)cc3)c2=O)cc1
(8) COc1ccc(COC(=O)N/N=C(\C)CC(=O)NCc2ccc(Cl)cc2)cc1
(9) COc1ccc2oc(=O)c(N3C(=O)c4ccccc4C3=O)cc2c1
(10) O=C(COc1ccc(Cl)cc1)Nc1nnc(-c2ccco2)o1
(11) C[N+]1(CCN2C(=O)C3CC=C(Cl)CC3C2=O)CCOCC1 (stereo not drawn)
(12) COc1ccc(-c2nc3cnccn3c2NCc2ccccc2)cc1SC1CCCCC1
(13) O=C(COC(=O)c1ccco1)NC1CCCCC1
(14) Cn1cc(/C=N/n2cnc3sc4c(c3c2=O)CCCC4)c2ccccc21
(15) COc1ccc(S(=O)(=O)N(CCc2ccccc2)CC(=O)O)cc1C
(16) S=C(Nc1ccc(-c2nc3ccccc3[nH]2)cc1)Nc1cccnc1
(17) Cc1cc(Br)cc(C)c1OCC(=O)NNC(=O)CCC(=O)NCc1ccccc1
(18) CC1=C(C(=O)OCC2CCCO2)C(c2ccc(Cl)c(Cl)c2)NC(=O)N1 (stereo not drawn)
(19) Cc1nnsc1-c1nnc(SCC(=O)c2ccc(C#N)cc2)n1C1CC1
(20) CN1CCN(C(=O)CCCN2C(=O)/C(=C/c3ccccc3)SC2=S)CC1
Screen / compound no.	7	8	9	10	11	12	13	14	15	16	17	18	19	20
SENP1 FRET inh	1	3	-109	-1	3	-28	-1	-3	1	-4	1	1	0	1
SENP7 inh	11	-8	0	4	9	-5	-2	-8	-6	41	2	-2	-5	9
SENP6 inh	6	-26	-8	-4	-9	-21	-10	-9	7	65*	-6	7	0	28
SENP8 block-1	0	-4	4	-2	0	1	-5	-10	-13	23	4	-2	-4	3
Apaf-1 inh	9	1	-13	-2	6	26	13	24	-5	10	-3	-4	0	12
UBC13 polyUb	10	-2	12	-3	1	33	0	-13	-1	-11	-6	5	1	1
APOBEC3G inh	1	-7	6	-1	-6	-8	-5	-2	-4	-3	-2	-2	-4	-5
SENP8 block-2	14	10	-422	-3	28	i	19	-41	9	-304	7	11	7	24

(21) Cn1c(=O)c2c(ncn2CC(=O)OCC(=O)NC2CCCc3ccccc32)n(C)c1=O (stereo not drawn)
(22) CCOc1ccc(NC(=S)NC(=O)Cc2ccccc2)cc1
(23) COC(=O)CC(NC(=O)c1ccco1)c1cccc2ccccc12 (stereo not drawn)
(24) Cc1cc(C)c([N+](=O)[O-])cc1NCC(=O)N1CCN(c2ccccc2)CC1
(25) Cc1c(OCc2ccccc2)cccc1OCc1ccccc1
(26) CC1CCc2c(sc(NC(=O)Cn3nc(C(F)(F)F)c4c3CCCCC4)c2C#N)C1 (stereo not drawn)
(27) Cc1ccc(OCCN2CCN(C(=O)CCC(=O)Nc3nnc(CC(C)C)s3)CC2)cc1
(28) CCOC(=O)N1CCN(C(=O)c2ccc3c(c2)ncn3C2CCCC2)CC1
(29) CCCCn1c(SCC(=O)Nc2ccc3c(c2)OCCO3)nnc1C(CC)N(C)C (stereo not drawn)
(30) CCCOc1ccc(C(C)(O)CN2CCOCC2)cc1 (stereo not drawn)
Screen / compound no.	21	22	23	24	25	26	27	28	29	30
SENP1 FRET inh	2	-2	0	2	1	-3	1	2	-1	4
SENP7 inh	-3	0	-1	1	-6	-6	3	3	2	5
SENP6 inh	-9	-3	-1	-17	-3	-10	3	8	-3	5
SENP8 block-1	-18	5	2	0	1	-8	-4	4	4	-7
Apaf-1 inh	5	9	-1	17	23	-8	2	0	-17	-3
UBC13 polyUb	-13	4	3	-7	9	6	4	2	3	-5
APOBEC3G inh	-6	-1	2	14	-11	13	0	2	-1	0
SENP8 block-2	6	19	17	4	5	16	13	3	3	22

(31) O=C(NC1C(=O)NNC1c1ccc(Cl)cc1)c1ccc(F)cc1 (stereo not drawn)
(32) CC1(OC(=O)C2CCCC2)C(=O)C=C2C=C(c3ccsc3)N(Cc3ccccc3)C=C2C1=O (stereo not drawn)
(33) Cc1cccc(NC(=O)N2CCC(NC(=O)c3ccccc3C)CC2)c1
(34) CCOc1ccc(C(=O)Nc2cccc([N+](=O)[O-])c2)cc1Br
(35) CCOC(=O)N=S(=O)(Oc1ccc([N+](=O)[O-])cc1)c1ccccc1 (stereo not drawn)
(36) Cc1ccnc(N2CCC(C(=O)Nc3ccc4c(c3)OCO4)CC2)n1
(37) COc1ccc(CCNC(=O)CCCN2C(=O)C(c3ccccc3)Oc3cccnc32)cc1OC (stereo not drawn)
(38) CC(=O)c1ccc(COC(=O)c2ccccc2NC(=O)C(C)C)cc1
(39) COC(=O)C1=C(N)OC2=C(C(=O)CC(C)(C)C2)C1c1ccccc1OCC#N (stereo not drawn)
(40) COc1ccc(-c2cc(-c3ccc(F)cc3)nc(N3CCN(C)CC3)n2)cc1
Screen / compound no.	31	32	33	34	35	36	37	38	39	40
SENP1 FRET inh	2	-58	0	1	1	-2	-4	.	2	1
SENP7 inh	0	-8	15	56*	0	-6	8	4	0	-12
SENP6 inh	9	-4	13	8	13	-4	-10	-7	6	-21
SENP8 block-1	-5	-5	5	-1	-6	-15	-5	0	0	-10
Apaf-1 inh	28	23	0	-8	6	5	-1	-4	-12	65*
UBC13 polyUb	3	-40	4	2	2	-8	-8	2	-3	22
APOBEC3G inh	-6	-14	-3	-6	-4	-5	-7	-6	-5	-4
SENP8 block-2	39	-32	8	15	16	-49	6	.	14	-138

(41) COc1ccc(CC(=O)NCCN2CCOCC2)cc1
(42) COc1ccc(Nc2nc(N3CCCC3)nc(N3CCCC3)n2)c(OC)c1
(43) Cc1c(C#N)c(NC(=O)CCl)n(Cc2ccccc2)c1C
(44) CCn1nc(C)c(CCC(=O)O)c1C
(45) OC(CNCc1ccccc1Cl)C(F)(F)F (stereo not drawn)
(46) C=CCc1cccc(CNc2nc3ccccc3n2CCN2CCOCC2)c1O
(47) CC1(C)CC(=O)C2=C(C1)OC(N)=C(C#N)C2c1ccccc1 (stereo not drawn)
(48) Cc1ccc2[nH]c(=O)c(CN(Cc3ccc4c(c3)OCO4)Cc3nnnn3Cc3ccco3)cc2c1
(49) NC(=O)Cn1cc(/C=N/NC(=O)c2ccc(Cn3cc(Cl)cn3)o2)c(-c2ccccc2)n1
(50) CCN1C(=NCCc2cccs2)N[C@@H](c2cccs2)C(C(=O)OC)=C1C
(51) Cc1ccnc(NS(=O)(=O)c2ccc(N)cc2)n1
(52) Cc1ccc(-n2nc3c(=O)n(CCCC(=O)NCc4ccc(Cl)cc4)nc(C)c3c2C)cc1
(53) Cc1cccc(CSc2nnc(NC(=O)CSc3nnc(C)s3)s2)c1
Screen / compound no.	41	42	43	44	45	46	47	48	49	50	51	52	53
SENP1 FRET inh	3	0	-3	-1	2	1	-2	-19	1	-15	2	3	0
SENP7 inh	-6	6	-3	8	13	5	7	8	-5	-8	-1	-13	-2
SENP6 inh	-25	-9	-1	-8	-11	0	-8	-7	-5	-16	-5	0	-4
SENP8 block-1	-7	6	-4	3	3	2	-3	-1	3	9	2	-14	-15
Apaf-1 inh	3	29	7	-21	-3	0	-2	19	1	22	-13	24	13
UBC13 polyUb	-10	1	11	22	-4	5	9	-9	6	17	11	2	-10
APOBEC3G inh	0	1	-10	-11	5	2	-4	0	-4	6	-6	-7	-4
SENP8 block-2	5	13	-1	8	3	25	1	-106	-29	-21	15	-4	18

Compound profiles (already shown). Screens in order: SENP1 FRET inh | SENP7 inh | SENP6 inh | SENP8 block-1 | Apaf-1 inh | UBC13 polyUb | APOBEC3G inh | SENP8 block-2
`Cc1cccc(CSc2nnc(NC(=O)CSc3nnc(C)s3)s2)c1` reads 0 | -2 | -4 | -15 | 13 | -10 | -4 | 18
`COc1ccc(CC(=O)NCCN2CCOCC2)cc1` reads 3 | -6 | -25 | -7 | 3 | -10 | 0 | 5
`Cc1ccc2[nH]c(=O)c(CN(Cc3ccc4c(c3)OCO4)Cc3nnnn3Cc3ccco3)cc2c1` reads -19 | 8 | -7 | -1 | 19 | -9 | 0 | -106
